Bioassay records deposited in PubChem by National Center for Advancing Translational Sciences (NCATS).
AmpC no deterg – AmpC beta-lactamase inhibition without detergent | P00811 | AmpC nitrocefin hydrolysis, absorbance 480 nm, 0.0001% Triton | Potency, µM (series often up to 57.1 µM), inactives show at the top dose activity change, negative = inhibition, most hits filed as inhibitors | hit rate 0.52% among 330,000;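 further: potency means the concentration at half of the fitted maximal effect; plate controls were no compound for no effect and no enzyme for full effect; nearly all actives have a fitted effect of over 20% in size; some results filed as inactive show a strong effect at the top dose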
Target sequence (P00811 whole entry, looked up): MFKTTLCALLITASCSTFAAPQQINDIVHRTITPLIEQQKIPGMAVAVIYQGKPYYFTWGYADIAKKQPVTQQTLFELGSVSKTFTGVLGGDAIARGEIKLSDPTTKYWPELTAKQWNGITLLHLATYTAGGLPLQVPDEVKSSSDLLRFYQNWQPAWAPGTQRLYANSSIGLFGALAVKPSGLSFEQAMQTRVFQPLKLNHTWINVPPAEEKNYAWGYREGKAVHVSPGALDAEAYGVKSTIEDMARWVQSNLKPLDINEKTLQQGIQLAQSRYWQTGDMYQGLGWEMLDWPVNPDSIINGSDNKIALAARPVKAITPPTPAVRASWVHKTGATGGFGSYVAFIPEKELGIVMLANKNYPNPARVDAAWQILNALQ
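AmpC (5.3 nM in the dispensed reagent) in 20 mM phosphate pH 7.0 with 0.01% (detergent screen) or 0.0001% Triton X-100 was preincubated with compounds for 15 min at room temperature. Nitrocefin was then added from an 800 uM solution, and hydrolysis was followed at 480 nm.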
LmPK inhibitor – LmPK (Leishmania mexicana) enzyme inhibition. purified LmPK, Kinase-Glo ATP luminescence, 1 h. Potency, µM (top dose mostly 57.5 µM), for inactives: at the top dose activity change, negative = inhibition, hits mostly inhibitors. hit rate 0.37% among 290,000; further: potency means the concentration at half of the fitted maximal effect; on the % scale 0 is the no-effect control and ±100 the full control effect
Target sequence (Q27686 whole entry, looked up): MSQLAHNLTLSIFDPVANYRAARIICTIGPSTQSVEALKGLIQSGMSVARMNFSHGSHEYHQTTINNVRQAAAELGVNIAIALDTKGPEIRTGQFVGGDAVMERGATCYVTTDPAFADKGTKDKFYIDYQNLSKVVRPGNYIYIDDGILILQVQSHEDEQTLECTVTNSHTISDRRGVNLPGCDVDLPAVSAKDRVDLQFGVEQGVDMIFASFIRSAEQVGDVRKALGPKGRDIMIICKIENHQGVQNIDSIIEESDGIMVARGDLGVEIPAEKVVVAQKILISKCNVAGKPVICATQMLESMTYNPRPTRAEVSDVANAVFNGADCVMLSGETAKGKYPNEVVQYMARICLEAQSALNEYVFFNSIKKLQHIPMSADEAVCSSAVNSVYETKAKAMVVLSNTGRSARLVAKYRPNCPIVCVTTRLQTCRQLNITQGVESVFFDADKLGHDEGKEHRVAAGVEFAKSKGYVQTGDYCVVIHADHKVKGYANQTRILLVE
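0.1 nM LmPK, 0.5 mM PEP, 0.1 mM ADP; 50 mM imidazole pH 7.2, 7 mM MgCl2, 50 mM KCl; 1 h RT. Kinase-Glo luminescence readout, normalized to no-enzyme (full inhibition) and uninhibited wells.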
Pf growth 48h – P. falciparum growth inhibition at 48 hours (one generation). Potency, µM (titrated, usually from 28.7 µM), inactives show top-dose activity change, negative = inhibition, actives largely listed as inhibitors. hit rate 5.9% among 310,000. P. falciparum luciferase growth in erythrocytes, 48 h. AID 504832; further: potency means the concentration at half of the fitted maximal effect; on the % scale 0 is the no-effect control and ±100 the full control effect
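Growth was read as firefly luciferase luminescence after a 48 h, 37 C, 5% CO2 exposure of compounds to reporter-bearing P. falciparum cultures (0.1% parasitemia, 2% hematocrit final) in Albumax-supplemented RPMI 1640.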
Cycloheximide cs – affects cycloheximide protein synthesis inhibition readout, counter-screen. cell reporter, cycloheximide protein synthesis inhibition counterscreen. max response, %. hit rate 12% among 300,000. AID 2314; in the data active means max response mostly above about 13%, no sharp cut-off; inactive means mostly below about 14%; further: read at 38.3 µM for the half of the compounds with a filed dose; 0% is about no effect
Pf growth 96h – P. falciparum growth inhibition at 96 hour, primary screen for plastid delayed-death inhibitors. P. falciparum luciferase reporter growth, 96 h. Potency, µM (titrated, usually from 28.7 µM), without a hit: at the highest dose activity change, negative = inhibition, usual class: inhibitors. hit rate 6.9% among 320,000. AID 504834; further: potency means the concentration at half of the fitted maximal effect; on the % scale 0 is the no-effect control and ±100 the full control effect
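P. falciparum expressing integrated firefly luciferase, in erythrocytes at 2% hematocrit, 0.05% parasitemia, incubated with compounds 96 h at 37 C, 5% CO2. Growth inhibition read as loss of luminescence; two-generation exposure targets delayed-death apicoplast inhibitors.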
Shiga toxin inh – blocks Shiga toxin action in Vero cells. AID 2315. Vero cells, Shiga toxin protein synthesis inhibition reporter. inhibition, % at 38.7 µM. hit rate 9.2% among 290,000; in the data active means inhibition mostly above about 28%, no sharp cut-off; inactive means mostly below about 43%; further: 0% is about no effect
TbPYK inhibitor – T. brucei pyruvate kinase inhibition; Q57TT1; TbPYK enzyme, Kinase-Glo Plus ATP luminescence, 45 min; Potency, µM (titrated, usually from 76.8 µM), without a hit: at the top dose activity, negative = inhibition, most hits filed as inhibitors; hit rate 0.12% among 410,000; AID 624173; further: potency means the concentration at half of the fitted maximal effect; on the % scale 0 is the no-effect control and ±100 the full control effect; nearly all actives have a fitted effect of over 50% in size
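Quantitative HTS: titrated library compounds versus trypanosomal pyruvate kinase in TEA buffer (pH 7.2) containing KCl, MgCl2, BSA and Tween-20. Reactions were initiated with ADP, 130 uM final. Kinase-Glo Plus luminescence was read after 45 min at RT.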
Starred values were filed as active, the others as inactive; i = inactive; ? = inconclusive; · = not tested or not shown; & = joins results of further samples; [ ] = another dose, or the depositor's remark. Unless noted, the call rests on the fitted dose curve; in most records, active means well fitted curve in the direction sought with a large enough effect; inconclusive means small, poorly fitted or top-dose-only effect, or another doubt; inactive means no such curve, though single readings can be large; an effect the other way counts as inactive or inconclusive.

smiles,AmpC no deterg,LmPK inhibitor,Pf growth 48h,Cycloheximide cs,Pf growth 96h,Shiga toxin inh,TbPYK inhibitor
CC(Sc1ncccn1)C(=O)N1CCc2ccccc21 (centres undefined),-14%,·,?,·,-1%,·,-3%
Cc1ccc(C(=O)Nn2cnnc2)c(Cl)c1,-18%,2%,?,-3,0%,17,1%
CCOC(=O)C1=C(N)OC2=C(C(=O)CC(C)C2)C1c1cccnc1 (centres undefined),-18%,-3%,-16%,-2,-16%,-11,1%
Nc1cc(CN2C(=O)c3ccccc3C2=O)cc(Cl)c1O,-59%,4%,-7%,6,0%,-5,-24%
O=C(Nc1c(C(=O)O)[nH]c2ccccc12)NC1CCCCC1,-21%,2%,?,19,-1%,49,-2%
O=C(NNC(=O)c1ccccc1O)c1ccc(S(=O)(=O)Nc2ccccc2)cc1,-36%,·,?,·,?,·,-1%
O=c1c2c3c(sc2ncn1Cc1ccc(F)cc1)CCC3,-23%,7%,·,6,?,2,-5%
Nc1c(Cl)cc(C2=NCCn3nc4ccccc4c32)cc1Cl,1%,·,?,·,?,·,5%
O=C(Cn1ncc(Cl)c(Cl)c1=O)NCC1CCCCC1,-29%,1%,-18%,30*,-3%,-8,13%
CC(=O)c1cccc(N=C2NC(=O)CS2)c1,-6%,-6%,·,-5,?,8,0%
CCCCn1c(N)c(N(CCOC)C(=O)c2cnccn2)c(=O)[nH]c1=O,-1%,·,-4%,·,2%,·,-6%
COc1ccccc1CNC(=O)COC(=O)c1cnccn1,-1%,-3%,-4%,-2,-6%,3,-8%
CC(C)OC(=O)Nc1ccc2c(c1)N(C(=O)CCN1CCN(CCO)CC1)c1ccccc1CC2,130%[activator],2%,?,2,44%[activator],-3,2%
COc1cccc(CNC(=O)CCCn2c(=S)[nH]c3cc4c(cc3c2=O)OCO4)c1,-30%,0%,?,-4,22%,2,-15%
COC(=O)c1cccc(NC(=O)Nc2ccc(Cl)cc2Cl)c1,-47%,0%,0%,12,?,33,1%
Nc1nc(NC(=O)c2ccc(F)cc2)ns1,-24%,·,5%,·,21%,·,-8%
C=CCSc1nc(=O)n2ccccc2n1,-12%,1%,16%,11,5%,4,4%
CCn1c(SCC(=O)N2CCC(C)CC2)nc2c1c(=O)n(C)c(=O)n2C,-1%,8%,25%,-6,24%,-11,-3%
CC(=O)Nc1ccc(N/C=C(\C=O)c2nc3ccccc3o2)cc1,-11%,7%,58%[activator],14,?,-11,-1%
CC(C)(C)NC(=O)C(=O)NCc1ccccn1,-14%,-4%,21%,15,?,29,0%
Cc1ccc(-c2nc(NCc3ccco3)n(C(=O)c3ccco3)n2)cc1,-20%,-2%,307%[activator],42*,18%,122*,0%
Cn1cnnc1SCC(=O)c1c(N)n(Cc2ccccc2)c(=O)n(C)c1=O,-6%,-2%,?,10,?,-4,-5%
Cc1ccc(NC(=O)CSc2ccc(-c3ccco3)nn2)cc1,-34%,-3%,10%,9,13%,11,-15%
COc1ccc(CCNC(=O)c2nonc2N)cc1,-15%,-2%,93%[activator],21*,151%[activator],46*,-5%
CSc1ccc(CNC(=O)C2CCC(=O)N(Cc3cccc(F)c3)C2)cc1 (centres undefined),105%[activator],-3%,5%,-1,?,-5,-11%
O=C(Cc1ccccc1)N[C@@H](Cc1ccc(O)cc1)C(=O)O,-25%,-5%,43%[activator],-2,74%[activator],3,·
COCCCn1c(SCC(=O)Nc2sc3c(c2C#N)CCCC3)nnc1-c1ccncc1,96%[activator],1%,15%,5,25%,12,-14%
COc1ccccc1NC(=O)Nc1ccccc1SC,-31%,1%,-2%,1,42%[activator],35,-4%
COc1cccc(/C=N/NC(=O)c2cccc(N3CCCC3=O)c2)c1,-25%,-9%,65%[activator],33*,?,107*,-3%
CC(C)c1ccc(S(=O)(=O)/N=C2/C=CC(=O)c3ccccc32)cc1,28µM*,-15%,8.3µM*,15,58%[activator],6,·

The list continues.
smiles,AmpC no deterg,LmPK inhibitor,Pf growth 48h,Cycloheximide cs,Pf growth 96h,Shiga toxin inh,TbPYK inhibitor
O=C1C=C(c2cccc(Cl)c2)C[C@@H](c2ccc3c(c2)OCO3)C1,-1%,·,?,·,?,·,-7%
Cc1ccc(Nc2nc(N)c([N+](=O)[O-])c(NCc3ccco3)n2)cc1C,-31%,1%,-81%,67*,?,54*,-6%
CCCC1(CCC)C(=O)NC(=Nc2ccc(C)cc2)NC1=O,-18%[11.4 µM],4%,-12%,-1,237%[activator],-3,·
CCc1ccc(NC(=O)CCC(=O)Nc2nnc(C(C)C)s2)cc1,-4%,6%,-5%,1,24%,10,-8%
CCCc1cc(=O)[nH]c(SCC(=O)Nc2ccccc2C#N)n1,-28%,3%,16%,-2,·,-11,1%
NNC(=O)COc1ccc(C2SCCS2)cc1,-35%,-2%,?,5,?,20,-4%
Cc1ccccc1C(=O)NNC(=O)c1ccncc1,-15%,-7%,1%,-2,?,-2,-1%
Cc1cc(C)cc(C(=O)Nc2nnc(SCC(=O)N3CCCc4ccccc43)s2)c1,-12%,-4%,15%,2,10%,-4,1%
CO/N=C(\c1ccccc1)c1cccnc1,0%,1%,-1%,-3,?,-8,1%
CSc1ccccc1NC(=O)Cc1ccccc1,-21%,-4%,-9%,-1,13%,16,2%
COC(=O)C(NC(=O)CCc1nnc2ccc(N3CCCCC3)nn12)C(C)C (centres undefined),26%,-4%,40%[activator],-2,-9%,-5,0%
c1ccc(-c2ccccc2OCCOCCN2CCOCC2)cc1,42%,-1%,?,-3,?,-15,17%
OCCNCc1cccc(Br)c1,0%,1%,11%,7,2%,-11,2%
CCNC(=S)NNC(=O)c1csc(C(C)C)c1,-26%,5%,199%[activator],51*,146%[activator],77*,-3%
CC(C)c1ccc(S(=O)(=O)N2CCN(C(=O)C3CC3C)CC2)cc1 (centres undefined),18%,·,?,·,-14%,·,-5%
COc1ccc(NC(=O)c2ccc3c(c2)C(=O)N(CC2CCCO2)C3=O)cc1O (centres undefined),-15%,1%,-3%,11,4%,3,-6%
Cc1n[nH]c(C)c1CCNC(=O)C1CCC(=O)N(CCc2cccc(F)c2)C1 (centres undefined),28%,-8%,24%,-2,?,-2,-2%
COCCCN(C(=O)Cn1ncc2c(=O)oc3ccc(C)cc3c21)C(C)c1ccncc1 (centres undefined),-9%,2%,-12%,-3,?,-8,-3%
CCc1cccc2c(SC(C)C(=O)NCC3CCCO3)nc(-c3ccccc3)nc12 (centres undefined),?,6%,-5%,-2,7%,12,1%
Cc1ccc2c(c1)c1c(n2C)-c2[nH]ncc2CC1,-4%,4%,94%[activator],15*,44%[activator],78*,0%
Cc1cc(C)c(C)c(OCCCCN(C)Cc2ccccc2)c1,45%,-1%,?,-5,13µM*,·,4%
CN1CCC(N(C)S(=O)(=O)c2ccc(NC(=O)COc3ccc(Cl)cc3)cc2)CC1,84%[activator],·,8.3µM*,·,4.1µM*,·,-12%
CCOc1cc(C=O)cc(Br)c1OCC(=O)NCCc1ccccc1,-10%[2.29 µM],3%,-16%,-4,23%,-8,1%
CCOc1ccccc1NC(=O)c1cccc(NC(=O)c2ccco2)c1,-21%,6%,?,8,·,6,3%
C=C(C)c1cccc(C(C)(C)NC(=O)Nc2nncs2)c1,-29%,6%,-11%,-2,2%,-6,2%
CC(C)(Oc1ccc(Cl)cc1)C(=O)NCc1ccncc1,-3%,-2%,29%,1,-66%,-4,-6%
NCCc1ccc(S(=O)(=O)F)cc1,-10%,·,-35%,·,27%,·,1%
CCCC[C@]12Cc3cc(OC)c(OC)cc3C(O1)c1c(cc(-c3ccccc3)oc1=O)O2,-15%[11.4 µM],-5%[11.5 µM],?,-1,1.5µM*,i,·
CN1C(=O)c2ccccc2N(C)C1c1ccc(F)cc1 (centres undefined),-20%,-3%,?,-1,3%,14,0%
CCOC(=O)C1CCN(C(=O)c2ccc(NC(=O)C3CCCO3)cc2)CC1 (centres undefined),-10%,2%,7%,0,67%[activator],25,3%

Additional records
smiles,AmpC no deterg,LmPK inhibitor,Pf growth 48h,Cycloheximide cs,Pf growth 96h,Shiga toxin inh,TbPYK inhibitor
O=C(CCC(=O)N1CCOc2ccccc21)N1CCOCC1,-19%,0%,3%,3,49%[activator],7,1%
Cc1cc(NC(=O)C(C)SCC(=O)OC(C)C(=O)Nc2ccc(F)cc2Cl)no1 (centres undefined),-4%,·,?,·,9%,·,0%
O=C1Cc2cc(S(=O)(=O)N3CCN(c4ccccc4)CC3)ccc2N1,-17%,5%,-18%,1,?,8,6%&-4%
O=C1CC(c2ccc(S(=O)(=O)N3CCCCC3)cc2)CN1 (centres undefined),-21%,-1%,0%,-2,3%,-12,1%
CCOC(=O)NCc1ccc2[nH]c(C)cc2c1,-21%,0%,7%,18*,37%[activator],24*,-1%
CC1(C)CC(=O)C(C=NCCO)=C(O)C1,-3%,-1%,43%[activator],-4,8%,-3,6%
CC1(C)CC(=O)/C(=C\c2cccc([N+](=O)[O-])c2)C(C)(C)N1,-19%,-1%,?,-4,?,-16,-19%
COc1ccc(CN(C2CCCC2)S(=O)(=O)c2ccc(-n3cnnn3)c(OC)c2)cc1OC,176%[activator],1%,15µM*,-2,?,-4,2%
C/C(CC(=O)Nc1ccccc1C#N)=N\NC(=O)c1ccncc1,-4%,-6%,-19%,12,23%,39,-2%
COc1ccc(C2=NN(C(=O)CSc3nc4ccccc4s3)C(c3ccc(F)cc3)C2)cc1 (centres undefined),-58%,3%,?,-7,?,-1,3%
CN(Cc1ccccc1)S(=O)(=O)c1ccc2c(c1)n(C)c(=O)c(=O)n2C,-7%,0%,26%,1,21%,-9,0%
CCCC(C)C(=O)Nc1nc(C)c(-c2csc(Nc3ccccc3OC)n2)s1 (centres undefined),-25%,-3%,?,-7,9.3µM*,15,7%
Cc1csc(NC(=O)C(C)Oc2ccc(Br)cc2)n1 (centres undefined),-32%,·,?,·,?,·,-7%
CSCC[C@H](NC(=O)c1ccc2c(c1)OCO2)c1nnc2ccccn12,0%,0%,29%,-2,12%,-10,3%
Cc1ccc(NS(=O)(=O)c2ccc(-c3coc(C)n3)cc2)c(C)c1,-16%,1%,32%[activator],5,?,-4,7%
CS(=O)(=O)c1cccc(C(=O)NCc2ccc(F)cc2)c1,-20%,-10%,1%,-4,·,-21,-6%

Two entries drawn at random from those above:
smiles,AmpC no deterg,LmPK inhibitor,Pf growth 48h,Cycloheximide cs,Pf growth 96h,Shiga toxin inh,TbPYK inhibitor
CC(Sc1ncccn1)C(=O)N1CCc2ccccc21 (centres undefined),-14%,·,?,·,-1%,·,-3%
COc1ccccc1CNC(=O)COC(=O)c1cnccn1,-1%,-3%,-4%,-2,-6%,3,-8%

An unsorted share of the library; about 22% have a hit in one of these screens.
